Source: PubChem
HT1080-NT tox: qHTS for induction of synthetic lethality in tumor cells producing 2HG: qHTS for the HT-1080-NT fibrosarcoma cell line | HT-1080-NT fibrosarcoma viability, CellTiter-Glo ATP luminescence, 48 h | Potency, µM (titrated, usually from 46.1 µM), for the others: at the highest dose activity, negative = less viability, usual class: cytotoxic | hit rate 1.6% among 360,000 | AID 686970, 2013;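 note: NT is the 2HG producing partner of a matched IDH1 knockdown line; potency is the fitted concentration of half-maximal effect; 0% = DMSO-treated cells and -100% = media-only wells without cells; nearly all actives have a fitted effect of over 55% in size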
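HT-1080-NT fibrosarcoma cells (2HG-overproducing), 750 cells/well in RPMI with 5% FBS, dosed after 2 h and incubated 48 h at 37C. CellTiter-Glo luminescence normalized to DMSO and no-cell wells; concentration-response curves fitted and classed.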
S2 tox: Viability Counterscreen for Primary qHTS for Inhibitors of ATXN expression. hit rate 0.49% among 400,000. Potency, µM (series often up to 56.7 µM), hits mostly cytotoxic. S2 cells (HEK-293 line with an ATXN2-luciferase reporter) viability, CellTiter-Fluor protease fluorescence, 24 h; note: potency is the fitted concentration of half-maximal effect; nearly all actives have a fitted effect of over 40% in size
MCF10A rerep: A quantitative high throughput screen for small molecules that induce DNA re-replication in MCF 10a normal breast cells. MCF 10A DNA re-replication, Hoechst nuclear intensity, 48 h. Potency, µM (titrated, usually from 46.1 µM), for the others: at the top dose activity, positive = re-replication, actives largely listed as activators. hit rate 2.9% among 350,000; note: potency is the fitted concentration of half-maximal effect; % of control where 0% means no effect; nearly all actives have a fitted effect of over 50% in size
KB-V1 MDR tox: qHTS assay for MDR1-selective chemotherapeutics: Primary screen using the drug-selected MDR subline cells KB-V1; KB-V1 MDR cells viability, CellTiter-Glo, 72 h; Potency, µM (doses to about 46.1 µM), for inactives: at the highest dose activity change, negative = cytotoxicity, hits mostly cytotoxic; hit rate 3.4% among 400,000; note: potency is the fitted concentration of half-maximal effect; % is set by controls: 0 for no effect and ±100 for the full control effect; nearly all actives have a fitted effect of over 60% in size
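KB-V1 MDR subline cells in DMEM (phenol-red free, 10% FBS) exposed to compounds in qHTS concentration series for 72 h at 37 degrees C. Viability read by CellTiter-Glo luminescence; concentration-effect curves fitted after normalization and correction.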
IL1B secr inh: qHTS for Inhibitors of Inflammasome Signaling: IL-1-beta AlphaLISA Primary Screen; THP-1 LPS/ATP IL-1B secretion, AlphaLISA, 16 h; active compounds read low; activity change, % at 57.5 µM; hit rate 4.7% among 360,000; in the data active = activity change below about -50%; inconclusive = mostly about -30% to -49%; note: % is set by controls: 0 for no effect and ±100 for the full control effect
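THP-1 cells pretreated 1 hr with compounds (up to 57.5 uM final), then stimulated with LPS (250 ng/mL final) plus ATP (1.25 mM final); secreted IL-1B measured by AlphaLISA after 16 hr, decreased signal indicating inhibition.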
KB-3-1 tox: qHTS assay for MDR1-selective chemotherapeutics: Primary screen using the parental adenocarcinoma cell KB-3-1 | KB-3-1 viability, CellTiter-Glo ATP luminescence, 72 h | Potency, µM (series often up to 46.1 µM), for inactives: at the highest dose activity change, negative = cytotoxic, usual class: cytotoxic | hit rate 1.4% among 400,000 | AID 1347075, 2019; note: potency is the fitted concentration of half-maximal effect; % is set by controls: 0 for no effect and ±100 for the full control effect; nearly all actives have a fitted effect of over 60% in size
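KB-3-1 parental drug-naive adenocarcinoma cells in DMEM/10% FBS, incubated 72 h at 37 C with pin-transferred compounds across a concentration series. Viability by CellTiter-Glo luminescence; concentration-response curves fitted after normalization.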
SW480 rerep: A quantitative high throughput screen for small molecules that induce DNA re-replication in SW480 colon adenocarcinoma cells; SW480 DNA re-replication, Hoechst DNA content imaging, 48 h; Potency, µM (series often up to 46.1 µM), for inactives: at the highest dose re-replication activation, most hits filed as activators; hit rate 1.8% among 340,000; AID 624297, 2012; note: potency is the fitted concentration of half-maximal effect; % of control where 0% means no effect; nearly all actives have a fitted effect of over 55% in size
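Image-based DNA-content assay: after two days of treatment, nuclei were labelled with the DNA dye Hoechst and imaged, and hits were compounds raising the count of nuclei showing high fluorescence intensity.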
HT1080 IDH1KD tx: qHTS for induction of synthetic lethality in tumor cells producing 2HG: qHTS for the HT-1080-IDH1KD cell line; hit rate 2% among 360,000; HT-1080 IDH1 knockdown viability, ATP luminescence, 48 h; Potency, µM (top dose mostly 46.1 µM), for the others: top-dose activity, negative = toxicity, usual class: cytotoxic;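 note: potency is the fitted concentration of half-maximal effect; 0% = DMSO wells and -100% = cell-free medium wells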
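Viability of IDH1-knockdown HT-1080 fibrosarcoma cells was assessed by CellTiter-Glo after 48 h at 37 °C with titrated compound; concentration-effect curves were classified by fit quality and response size.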
ATXN2 expr inh: Primary qHTS for Inhibitors of ATXN expression | HEK-293 ATXN2-luciferase reporter, luminescence, 24 h | Potency, µM (top dose mostly 57 µM), without a hit: at the highest dose activity change, negative = inhibition, hits mostly inhibitors | hit rate 0.72% among 360,000; note: potency is the fitted concentration of half-maximal effect; % is set by controls: 0 for no effect and ±100 for the full control effect; nearly all actives have a fitted effect of over 55% in size
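ATXN2-luciferase reporter cells (luciferase flanked by upstream and downstream ATXN2 gene portions) were treated 24 h at 37 °C with compounds at up to 57 uM. SteadyGlo luminescence gave expression; GF-AFC fluorescence gave viability.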
Numbers without * were called inactive; i = inactive; ? = inconclusive; nt = no result given; [ ] = dose if it differs, or a comment. Unless noted, calls come from the whole dose curve; as a rule, active = well fitted curve in the direction sought with a large enough effect; inconclusive = small, poorly fitted or top-dose-only effect, or another doubt; inactive = no such curve, though single readings can be large; an effect the other way counts as inactive or inconclusive.

SMILES	HT1080-NT tox	S2 tox	MCF10A rerep	KB-V1 MDR tox	IL1B secr inh	KB-3-1 tox	SW480 rerep	HT1080 IDH1KD tx	ATXN2 expr inh
COc1ccc(Cc2nc3ccc(C(=O)NCc4ccc(OC)cc4OC)cc3o2)cc1	nt	i	nt	-30.8%	nt	?	nt	nt	-10.3%
COc1ccc(N2CCN(CCCNC(=O)Cn3c(=O)c4cccn4c4cccnc43)CC2)cc1	-19.4%	?	10.4%	17.6%	-12.2	2.0%	-10.4%	-25.1%	nt
COc1ccc(S(=O)(=O)Nc2cccc(-c3ccc(N4CCCC4)nn3)c2)cc1F	nt	i	nt	4.3%	nt	?	nt	nt	-30.6%
COc1ccc(CNC(=O)c2cccc(N3CCCS3(=O)=O)c2)cc1	nt	i	nt	6.8%	nt	-2.3%	nt	nt	-19.4%
Cc1ccc(C(=O)NCCNS(C)(=O)=O)cc1	5.2%	i	-4.1%	?	0.5	18.4%	5.0%	4.5%	8.7%
CC(NC(=O)c1ccc(NC2=NC3CS(=O)(=O)CC3S2)cc1)c1ccccc1 (stereo not given)	0.2%	i	2.2%	-1.4%	-8.5	15.0%	-11.4%	11.0%	-21.0%
CCCC(=O)Nc1cccc(-c2cn3ccsc3n2)c1	13.8%	i	1.3%	-4.0%	-18.3	21.4%	-3.4%	23.6%	6.0%
Cc1cc(C)nc(N/N=C/c2ccc3c(c2)OCCO3)n1	18.7%	i	-2.3%	-19.7%	-13.3	?	-14.4%	20.6%	-0.1%
Cc1ccccc1OCC(=O)NCC(c1ccc(Cl)cc1)N1CCOCC1 (stereo not given)	nt	?	nt	?	nt	-0.9%	nt	nt	-10.4%
NC(=O)CCCn1c(C(=O)c2cc(Cl)c(N)c(Cl)c2)c2ccc([N+](=O)[O-])cc2[n+]1[O-]	-23.2%	28.2µM*	16.4µM*	-19.6%	-10.3	?	20.6µM*	?	?
COc1ccc(NC(=O)c2cc(S(=O)(=O)N3CCCC3)ccc2C)cn1	-2.6%	nt	-1.9%	-10.2%	31.3	-17.1%	8.3%	-3.7%	nt
CC1=C(C(=O)OCC2CCCO2)C(c2ccc(F)cc2)NC(=O)N1 (stereo not given)	12.0%	i	0.5%	-3.8%	0.5	?	-2.4%	1.5%	5.2%
Cc1cc(OCC(=O)Nc2cccc(S(=O)(=O)N3CCCC3)c2)ccc1Cl	-18.2%	i	12.4%	-15.5%	-13.5	11.1%	-5.3%	-15.5%	0.0%
COCCOC(=O)C1=C(C)NC(=O)NC1c1cccs1 (stereo not given)	7.1%	i	3.5%	9.2%	10.0	-1.6%	1.0%	9.9%	-5.9%
CCCCCCN1CC(O)=C(c2nc3ccccc3[nH]2)C1=N	4.5%	i	5.4%	9.1%	13.9	20.3%	-2.1%	-24.9%	0.0%
CC(C)C(c1nnnn1C(C)(C)C)N1CCN(c2cccc(Cl)c2)CC1 (stereo not given)	-2.7%	i	?	-5.8%	9.3	-26.1%	10.8%	-6.6%	-7.6%
Cc1cccc(C)c1NC(=O)C(C1CC1)n1c(=O)c(-c2ccccc2)nc2ccccc21 (stereo not given)	-12.5%	nt	nt	-15.4%	-6.7	2.9%	nt	-14.7%	nt
Cc1ccc(C)c(S(=O)(=O)N2CCN(C(=O)CSc3ccccc3F)CC2)c1	-1.0%	i	-9.6%	-6.0%	-22.7	-7.8%	29.9%	-2.2%	-13.3%
CCOC(=O)C1=C(CSc2nc(-c3ccccc3)ccc2C#N)OC(N)=C(C#N)C1c1ccc(OC)cc1 (stereo not given)	3.9%	i	16.4µM*	-4.6%	29.7	23.6%	?	-1.6%	87.5%[activator]
CN1C(=O)NC(c2ccccc2[N+](=O)[O-])C2=C1CC(C)(C)CC2=O (stereo not given)	7.8%	i	0.1%	2.4%	10.7	13.8%	-7.3%	2.8%	-4.3%
CC(=O)N(C)c1ccc(NC(=S)Nc2cccc3ccccc23)cc1	-6.9%	i	6.0%	4.3%	12.6	-2.6%	7.7%	-7.9%	12.9%
CCCc1c(C(=O)OCC)[nH]c2c1C(=O)CCC2	17.2%	i	4.0%	-9.1%	6.0	1.3%	-4.4%	-6.5%	-3.8%
CC(CNC(=O)C1CCCCC1)NC(=O)C1CCCCC1 (stereo not given)	0.0%	i	-10.4%	1.5%	10.1	0.2%	-1.7%	0.0%	5.3%
Cc1ccc2c(c1)cc(C(=O)N1CCN(c3ccccn3)CC1)n2C	-0.4%	i	1.9%	-6.5%	39.7	18.5%	1.8%	3.7%	-0.5%
Cc1ccc(Cn2c(=N)c(C(=O)NC3CCCCC3)cc3c(=O)n4ccccc4nc32)cc1	10.8%	i	2.59µM*	10.0%	6.3	-25.2%	2.31µM*	18.1%	-3.3%

The closing five compounds of the part above open the next one:
SMILES	HT1080-NT tox	S2 tox	MCF10A rerep	KB-V1 MDR tox	IL1B secr inh	KB-3-1 tox	SW480 rerep	HT1080 IDH1KD tx	ATXN2 expr inh
CC(=O)N(C)c1ccc(NC(=S)Nc2cccc3ccccc23)cc1	-6.9%	i	6.0%	4.3%	12.6	-2.6%	7.7%	-7.9%	12.9%
CCCc1c(C(=O)OCC)[nH]c2c1C(=O)CCC2	17.2%	i	4.0%	-9.1%	6.0	1.3%	-4.4%	-6.5%	-3.8%
CC(CNC(=O)C1CCCCC1)NC(=O)C1CCCCC1 (stereo not given)	0.0%	i	-10.4%	1.5%	10.1	0.2%	-1.7%	0.0%	5.3%
Cc1ccc2c(c1)cc(C(=O)N1CCN(c3ccccn3)CC1)n2C	-0.4%	i	1.9%	-6.5%	39.7	18.5%	1.8%	3.7%	-0.5%
Cc1ccc(Cn2c(=N)c(C(=O)NC3CCCCC3)cc3c(=O)n4ccccc4nc32)cc1	10.8%	i	2.59µM*	10.0%	6.3	-25.2%	2.31µM*	18.1%	-3.3%
COc1ccc(OC)c(S(=O)(=O)NC2CC(=O)N(c3ccc(C)c(C)c3)C2)c1 (stereo not given)	-4.8%	i	4.1%	-16.9%	3.1	-6.0%	-29.0%	-10.9%	-2.1%
COc1ccc2nc(NC(=O)CSc3nnnn3C)sc2c1	-2.6%	i	2.6%	8.3%	6.4	-3.2%	-3.4%	-0.7%	nt
COC(=O)CSC1=NS(=O)(=O)c2ccccc21	-0.8%	?	13µM*	-8.9%	?	-24.6%	?	?	?
COc1ccc(NS(=O)(=O)c2cc(NC(=O)/C=C/c3cc(OC)ccc3OC)ccc2N2CCCCC2)cc1	-1.1%	i	19.1%	14.8%	0.0	12.4%	2.8%	16.0%	?
Cc1ccc(/C=C2\SC(=S)N(CCC(=O)N3CCOCC3)C2=O)cc1	0.3%	i	-1.7%	?	12.1	11.6µM*	?	8.9%	36.4%[activator]
O=S(=O)(c1ccc(NC(=S)NN=C(C2CC2)C2CC2)cc1)N1CCOCC1	0.0%	i	-1.8%	?	2.3	10.5%	-11.0%	2.6%	nt
CCn1c(O)c(N=NC(=O)c2cccc(S(=O)(=O)N3CCCCC3)c2)c2ccccc21	-14.5%	?	?	?	14.4	?	5.4%	-28.1%	?
O=c1c2cc(N3CCOCC3)ccc2[nH]c(=S)n1Cc1cccc(Cl)c1	?	i	?	?	20.6	2.0%	118.5%	?	-21.9%
O=C(Nc1nnc(-c2ccccc2)s1)c1ccccc1F	16.7%	i	8.3%	3.5%	-18.9	-14.5%	-3.1%	0.6%	17.0%
Cc1c(/C(O)=C2\C(=O)C(=O)N(CCCN(C)C)C2c2cccs2)cnn1-c1ccccc1 (stereo not given)	?	i	2.2%	7.0%	?	-2.8%	7.6%	13.9%	37.0%
COc1ccc(CNC(=O)[C@H](C)NC(=O)C2CCN(S(=O)(=O)c3ccc(C)cc3)CC2)cc1	5.6%	i	1.7%	?	8.0	1.2%	-6.5%	0.4%	3.8%
Cc1cccc(NC(=O)COc2ccccc2)c1	21.3%	i	-5.4%	0.7%	1.6	18.1%	-5.8%	8.7%	51.3%[activator]
CC(C)c1ccc(S(=O)(=O)N2CCN(CC(=O)Nc3ccc(Cl)cc3F)CC2)cc1	-1.2%	i	-8.6%	-39.4%	2.8	-19.6%	?	4.7%	-5.9%
Cc1cccc2sc(N(CCCN(C)C)C(=O)c3ccc4ncsc4c3)nc12	4.0%	?	?	14.3%	?	-15.9%	-4.3%	-1.6%	nt
COc1ccccc1CNC(=O)c1nccnc1CO	-0.3%	?	-1.2%	2.5%	7.3	5.3%	11.9%	14.6%	14.2%
COc1ccccc1NC(=O)COC(=O)c1oc2ccccc2c1C	-9.6%	i	6.6%	-22.2%	47.3	-19.3%	-13.0%	-5.5%	5.2%
CCCCCCOc1ccc(N2C(=O)CC(N(CCc3ccc(S(N)(=O)=O)cc3)C(C)=O)C2=O)cc1 (stereo not given)	-27.4%	i	4.7%	6.5%	0.0	-0.1%	-7.2%	-24.3%	-28.1%
CCOC(=O)Cn1cnc2c(cnn2-c2ccc(OC)cc2)c1=O	0.0%	i	-15.2%	-1.9%	-9.9	-5.4%	8.9%	4.4%	24.8%
Cc1ccccc1NC(=O)COc1ccc2oc3c(c2c1)CCCC3	nt	i	nt	0.0%	nt	-1.6%	nt	nt	-5.0%
